Source: PubChem (several laboratories)
NPY-Y1 PAM-ag – human NPY-Y1 potentiation or agonism, primary screen | P25929 | NPY-Y1 expressing cells, potentiator/agonist activation | activation, % at 3.6 µM | actives 0.37% (n = 220,000) | AID 1304; in the data active means activation above about 33%, passing the limit was not always enough;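 further: cells stimulated with NPY at EC10 then isoproterenol at EC100; 0% = low agonist plus stimulus and 100% = saturating agonist plus stimulus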
NPY2 pot ag – human NPY-Y2 potentiation or agonism, primary screen | actives 0.45% (n = 220,000) | cells expressing NPY-Y2, potentiator/agonist read-out | activation, % at 3.6 µM | P49146; in the data active means activation above about 27%;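 further: cells stimulated with NPY near EC25 plus isoproterenol at EC100; 0% = vehicle plus submaximal agonist and 100% = vehicle plus saturating agonist; some results beyond the cut were filed as inactive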
S1P4 antag – antagonists of human S1P4 receptor; actives 0.26% (n = 220,000); S1P4-expressing cells, antagonist mode, reporter read-out; AID 1510; inhibition, % at 4.98 µM; O95977; in the data active means inhibition above about 29%;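 further: 0% = wells stimulated with agonist and 100% = vehicle wells without agonist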
Runt-CBFb FRET – inhibitors of human RUNX1 Runt domain binding to CBFb; Q01196+Q13951; actives 0.46% (n = 220,000); inhibition, % at 20 µM; AID 1496; Cerulean-Runt/Venus-CBFb FRET ratio 530/480, 1 h;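 active means inhibition over about 50% at 20 µM in the single-dose screen, limit read from the data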;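 further: 0% = DMSO wells and 100% = excess unlabeled CBFb competitor control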
Target sequence (Q01196 whole entry, looked up, the tested form may be a part): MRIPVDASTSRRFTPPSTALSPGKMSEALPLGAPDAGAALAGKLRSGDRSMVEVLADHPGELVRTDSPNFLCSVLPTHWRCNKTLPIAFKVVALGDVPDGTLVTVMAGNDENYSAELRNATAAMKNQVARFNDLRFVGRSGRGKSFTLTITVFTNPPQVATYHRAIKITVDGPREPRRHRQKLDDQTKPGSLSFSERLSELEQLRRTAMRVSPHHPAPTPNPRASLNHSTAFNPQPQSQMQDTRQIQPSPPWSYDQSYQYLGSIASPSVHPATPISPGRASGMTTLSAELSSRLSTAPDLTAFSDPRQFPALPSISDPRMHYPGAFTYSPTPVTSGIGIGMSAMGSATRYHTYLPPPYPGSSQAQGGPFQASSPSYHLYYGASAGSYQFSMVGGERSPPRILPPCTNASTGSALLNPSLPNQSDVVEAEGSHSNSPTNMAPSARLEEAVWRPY
Target sequence (Q13951 whole entry, looked up, the tested form may be a part): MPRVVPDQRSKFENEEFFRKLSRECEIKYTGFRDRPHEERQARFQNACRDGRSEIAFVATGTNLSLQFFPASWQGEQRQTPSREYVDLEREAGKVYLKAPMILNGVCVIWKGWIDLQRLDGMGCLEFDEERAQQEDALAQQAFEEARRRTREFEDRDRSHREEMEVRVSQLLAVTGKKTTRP
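Assay system: Cerulean-Runt domain fusion protein, energy donor; Signal: fluorescence energy transfer, 422 nm excitation, 530/480 nm emission; Timing: 1 h compound exposure, room temperature; Control set: unlabeled CBFb; Medium: Tris buffer pH 7.5 with salts and BSA; Compound: single test concentration of 20 µM, 1% DMSO final; Probe or stimulus: Venus-CBFb 100 nM.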
S1P4 ag – activates the human S1P4 receptor; O95977; S1P4-expressing cell line, agonist reporter assay; activation, % at 4.98 µM; actives 0.35% (n = 220,000); in the data active means activation above about 11%;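 further: 0% = DMSO vehicle and 100% = reference agonist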
NPY Y1 blocker – NPY-Y1 (human) receptor antagonism; P25929; HEK293-CNG Y1 cells, membrane potential fluorescence; NPY at EC95, then isoproterenol; inhibition, % at 3.6 µM; actives 1% (n = 200,000);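 active means inhibition above the campaign mean inhibition of all tested compounds plus 3 SD, cut at about 20% in these data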;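 further: 0% = DMSO wells given NPY plus isoproterenol and 100% = isoproterenol alone without NPY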
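System: HEK293 cells with Y1 receptor plus CNG channel / Probe or stimulus: NPY 25 nM then isoproterenol 1 µM plus Ro 20-1724 25 µM / Compound: one concentration, 3.6 µM, in 0.4% DMSO / Schedule: compound incubation 1 h at room temperature, readout 45 min post-stimulation / Measured by: membrane potential fluorescence / Read-out: % inhibition of NPY effect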
Ba/F3 V617F tox – lowers viability of Ba/F3 cells expressing EpoR and JAK2V617F; ATP luminescence; inhibition, % at 5.6 µM; actives 1.1% (n = 220,000);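 active means inhibition above the campaign mean plus 3 SD over all tested compounds, cut at about 24% in these data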;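 further: cytokine-independent growth of Ba/F3 cells driven by EpoR plus mutant JAK2; 0% = DMSO-treated cells and 100% = JAK inhibitor I control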
RBBP9 inh – human RBBP9 hydrolase inhibition | O75884 | recombinant RBBP9, FP-Rh probe fluorescence polarization | inhibition, % at 7.94 µM | actives 0.2% (n = 220,000) | AID 1515;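 active means inhibition above the campaign mean of all tested compounds plus 3 SD, cut at about 14% in these data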;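 further: plate controls were DMSO wells with RBBP9 for no effect and wells lacking RBBP9 protein for full effect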
Target sequence (O75884 whole entry, looked up): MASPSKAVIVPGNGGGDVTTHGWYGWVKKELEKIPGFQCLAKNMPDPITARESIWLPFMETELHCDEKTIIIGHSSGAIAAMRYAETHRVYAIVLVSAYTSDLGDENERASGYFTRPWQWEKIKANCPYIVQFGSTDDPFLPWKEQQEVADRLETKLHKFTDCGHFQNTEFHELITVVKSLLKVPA
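System: RBBP9 protein / Buffer or medium: Tris/NaCl buffer pH 8.0 with 0.1% Pluronic / Probe or stimulus: Serine-hydrolase probe FP-Rh, 375 nM pre-mixing / Dosing: 7.94 µM single dose, 0.794% DMSO / Times: enzyme-compound preincubation 30 min, then probe labeling 45 min, 25 °C / Technique: fluorescence polarization (mP), excitation 525 nm, emission 598 nm / Replication: singlicate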
BaF3 parental – reduces parental Ba/F3 cell viability, JAK2V617F counter-screen. CellTiter-Glo ATP luminescence. inhibition, % at 5.6 µM. actives 1.1% (n = 220,000). AID 1486;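 active means inhibition above a per-campaign cutoff, the mean inhibition of all tested compounds plus 3 SD, cut at about 27% in these data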;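 further: 0% = DMSO wells and 100% = JAK Inhibitor I control wells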
Numbers without * were called inactive; . = no result given.

SMILES	NPY-Y1 PAM-ag	NPY2 pot ag	S1P4 antag	Runt-CBFb FRET	S1P4 ag	NPY Y1 blocker	Ba/F3 V617F tox	RBBP9 inh	BaF3 parental
CC(C)NCc1c(O)c(Br)cc2oc3c(c12)CCCC3	-21.5	7.2	-17.0	-15.3	1.1	2.5	-0.6	1.3	-0.1
N#Cc1nc(COc2ccc(F)cc2)oc1N1CCCCC1	-2.6	1.9	1.4	-2.3	0.9	4.1	-1.8	-3.8	-3.6
Cc1noc(C)c1COC(=O)c1ccc(N(C)C)cc1	-1.1	10.2	-9.8	0.1	-0.9	0.9	-4.7	1.2	0.3
Cc1ccccc1/C=N\NC(=O)c1ccc(Cn2cccn2)o1	-21.8	0.9	-16.2	-3.7	46.7*	3.3	-1.4	-3.7	0.6
O=C(NCc1ccc2c(c1)OCO2)C1CC(=O)N(c2ccc(F)cc2)C1 (configuration not stated)	-14.6	7.5	-9.7	-3.1	2.0	6.5	-4.1	16.5*	-0.4
COc1ccccc1C(=O)N/C(N)=N/c1nc2ccccc2o1	-9.5	-2.8	5.9	6.6	0.7	3.9	-1.4	-7.6	1.0
Cc1ccc(CCN2CC(C(=O)O)CC2=O)cc1 (configuration not stated)	-16.7	-5.1	0.1	0.8	-3.0	0.2	-5.6	-9.3	0.5
C1CCN(c2nc3nonc3nc2NCC2CCOCC2)CC1	-6.1	1.2	-15.1	1.5	0.9	0.3	3.1	-6.5	2.6
CCOC(=O)COc1ccc(C2NC(C(=O)O)CS2)cc1 (configuration not stated)	22.4	12.9	-8.1	0.5	0.4	4.7	4.4	2.4	7.7
O=S(=O)(N1CCCCC1)N1CCN(c2cc(Cl)ccc2Cl)CC1	10.3	-6.3	-4.4	-0.1	1.2	12.6	0.3	-8.0	2.9
O=C(c1cccnc1)N1CCN(c2ccc3ccccc3n2)CC1	-3.0	-1.2	-16.2	-1.5	1.3	3.1	0.9	-1.7	3.1
COc1ccc(C2=C/C(=C\c3ccc(OC(C)=O)cc3)C(=O)O2)cc1	8.4	-13.0	3.7	-14.5	-0.9	2.4	2.9	-12.0	4.5
O=C(CN1CCN(C(=O)c2cccs2)CC1)NC1CCCCC1	9.7	3.1	4.4	2.0	1.1	2.2	-0.1	10.0	4.1
Cc1ccc(-c2cc(C(F)(F)F)n3ncc(C(=O)O)c3n2)cc1	-2.4	-10.1	-8.7	2.1	-0.3	20.6*	4.2	0.6	-0.4
CC(C)C(=O)Nc1cc(C(F)(F)F)ccc1-n1ccnc1	-11.5	0.6	2.6	-0.6	0.5	4.5	-0.1	-8.3	2.8
NS(=O)(=O)c1ccc(NC(=O)COC(=O)c2c3c(nc4ccccc24)/C(=C\c2ccc4c(c2)OCO4)CCC3)cc1	11.4	2.2	-0.1	-136.4	0.7	-0.9	2.2	-5.3	3.5
COc1cccc(C2c3c(oc4ccccc4c3=O)C(=O)N2CCCN2CCOCC2)c1 (configuration not stated)	-17.8	8.1	-11.7	3.6	-1.3	0.8	-2.7	-2.4	4.0
O=C(NC1CCCCCC1)c1ccc(OCC2CCCO2)cc1 (configuration not stated)	9.8	4.3	-10.6	-0.3	0.3	1.5	0.0	-1.7	0.6
Cc1ccnc(NC(=O)CCC(=O)N(CC(=O)NCc2ccccc2)Cc2cccs2)c1	7.9	-13.0	4.1	2.5	2.4	5.0	0.8	-0.1	6.2
S=c1[nH]nc(-c2cccnc2)n1/N=C/C=C/c1ccco1	11.9	0.1	11.6	27.2	1.6	4.6	-2.4	-9.7	0.4
CSc1nsc(SC)c1C(=O)N1CCN(S(=O)(=O)c2ccc(C)cc2)C1C(C)C (configuration not stated)	-25.9	7.0	-17.7	-2.3	3.9	20.0	3.5	1.3	4.9
COc1ccc(-c2nc(=S)c3c(n2Cc2cccnc2)CC(C)(C)OC3)cc1	5.7	-10.0	-9.6	-0.4	1.5	.	-0.1	-5.1	0.1
O=C(CCC(=O)Nc1ccccc1)NNC(=O)c1cccs1	-9.0	0.9	4.7	.	-0.7	1.1	1.9	-3.5	0.7
Cc1ccc(CCc2nnc(SCC(=O)Nc3cccc(Cl)c3)n2-c2ccccc2)o1	-3.9	-10.7	-8.8	-0.9	0.0	-0.3	-3.7	-5.8	4.7
CC(NC(=O)c1cn(C(C)c2ccccc2F)nn1)c1ccncc1 (configuration not stated)	7.3	-7.6	9.1	0.4	-1.4	5.3	-1.7	4.9	7.1
Cc1csc(Sc2nc3c(c(=O)[nH]c(=O)n3C)n2Cc2ccccc2Cl)n1	23.8	3.8	-16.4	-0.2	0.5	-2.5	-3.8	-4.9	1.2
COc1ccc(-c2noc(CSc3nc(-c4ccccc4)cc(=O)[nH]3)n2)cc1OC	-16.8	-5.3	3.4	-2.9	1.0	-0.1	-2.5	-0.3	-0.5
N#Cc1c(SCC(=O)O)nc(N2CCCCC2)c2c1CCCC2	18.6	9.5	4.0	-1.2	-1.6	3.0	-0.9	-7.7	7.2
O=C(Cc1ccc(Cl)cc1)NC1CC1	-10.4	1.1	-15.9	1.6	0.6	6.1	0.4	-0.9	-2.6
Cc1ccccc1N(Cc1nnc2n1CCCCC2)C(=O)Nc1ccccc1	7.5	7.7	-11.6	-0.3	0.7	-2.6	-4.3	1.1	0.5
CS/C(N)=N/N=C/c1c(O)ccc2ccccc12	11.0	15.4	5.8	-2.1	0.4	.	-2.9	-5.6	-0.2
Cc1nc(SCC(=O)c2ccc(F)c(F)c2)[nH]c(=O)c1Oc1ccc(Cl)cc1	-35.9	-16.5	12.4	-1.2	-1.0	.	-1.2	-9.5	-3.2
C1=C(CCNc2nnnn2-c2ccccc2)CCCC1	5.5	1.4	-4.2	30.4	-0.1	-0.5	-0.4	-5.2	3.9
O=C(O)c1cccc(N2C(=O)CCC2=O)c1	6.2	-21.2	-2.1	1.8	0.1	.	-2.5	-4.4	-4.3
Cc1ccccc1Nc1nc(N)nc(CN2CCN(C(=O)c3ccccc3)CC2)n1	7.0	-6.4	-23.5	-1.4	-1.1	-2.2	3.8	-3.3	3.9
COCCNC(=O)CN(C(=O)Cn1nnc2ccccc21)c1ccc(C)c(F)c1	-9.8	-1.9	-4.8	0.6	0.6	2.5	2.0	-3.2	6.5
COc1cc(/C=N/Nc2nc(N3CCCCC3)nc(N3CCCCC3)n2)ccc1OC(=O)c1ccco1	3.1	-6.4	1.3	-0.5	0.0	3.0	-1.0	-8.6	6.1
CC(C)NC(=O)c1ccccc1S(=O)c1ccccc1C#N (configuration not stated)	1.6	7.9	-0.3	-1.2	-4.3	-1.5	-5.0	-7.2	4.1
N[C@@H](Cc1ccccc1)c1nnc2sc(SCc3ccccc3)nn12	-9.9	-12.7	-5.3	1.8	0.0	7.7	0.9	-4.2	3.2
CC(C)(C)c1ccc(-c2cn(-c3ccc(Br)cc3)c3[n+]2CCCS3)cc1	-45.8	-3.9	-12.2	-0.5	0.9	54.8*	100.2*	-0.7	84.1*

Retrieved one by one from the entries so far (5):
SMILES	NPY-Y1 PAM-ag	NPY2 pot ag	S1P4 antag	Runt-CBFb FRET	S1P4 ag	NPY Y1 blocker	Ba/F3 V617F tox	RBBP9 inh	BaF3 parental
O=C(CCC(=O)Nc1ccccc1)NNC(=O)c1cccs1	-9.0	0.9	4.7	.	-0.7	1.1	1.9	-3.5	0.7
O=C(Cc1ccc(Cl)cc1)NC1CC1	-10.4	1.1	-15.9	1.6	0.6	6.1	0.4	-0.9	-2.6
Cc1ccccc1/C=N\NC(=O)c1ccc(Cn2cccn2)o1	-21.8	0.9	-16.2	-3.7	46.7*	3.3	-1.4	-3.7	0.6
O=C(NC1CCCCCC1)c1ccc(OCC2CCCO2)cc1 (configuration not stated)	9.8	4.3	-10.6	-0.3	0.3	1.5	0.0	-1.7	0.6
CC(C)NCc1c(O)c(Br)cc2oc3c(c12)CCCC3	-21.5	7.2	-17.0	-15.3	1.1	2.5	-0.6	1.3	-0.1

Other entries follow:
SMILES	NPY-Y1 PAM-ag	NPY2 pot ag	S1P4 antag	Runt-CBFb FRET	S1P4 ag	NPY Y1 blocker	Ba/F3 V617F tox	RBBP9 inh	BaF3 parental
COc1ccc(C(=O)/C(=C/O)N=Nc2ccc(F)cc2)cc1	5.1	18.1	-13.1	2.3	3.0	-4.7	1.3	-8.0	3.4
O=C(Nc1ccc(Cl)c(Cl)c1)Nc1cc(S(=O)(=O)N2CCOCC2)ccc1N1CCCC1	-12.7	-1.1	-24.9	1.1	0.2	-0.4	-4.5	3.8	2.2
O=C(CN1C(=O)c2cccc3cccc1c23)N1CCN(c2cccc(Cl)c2)CC1	-13.0	-3.9	-28.5	-58.7	0.4	-4.1	-0.7	-9.2	1.4
Cc1c(NS(=O)(=O)c2ccc(Cl)c(C(=O)OC(C)C(=O)NCc3ccco3)c2)c(=O)n(-c2ccccc2)n1C (configuration not stated)	4.2	-8.2	14.2	0.5	-0.7	-3.5	-0.5	3.6	6.8
O=C(COC(=O)/C=C/c1cccs1)NC(c1ccccc1)c1ccccc1	-19.1	2.3	5.7	1.0	0.5	8.6	-0.2	2.2	6.2
CCOC(=O)C1CCN(Cc2nc3ccc(Cl)cc3n2CCO)CC1	4.5	-5.3	-10.1	-1.3	0.2	0.7	1.0	-0.8	11.9
CCN(CC)C(=O)c1sc2c(c1C)c(=O)n(-c1ccc(C)c(C)c1)c(=O)n2CC(=O)NCC1CCCO1 (configuration not stated)	3.9	-4.7	-0.4	1.6	-3.1	-4.2	-4.2	-1.5	-0.4
O=C(OCCCCOC(=O)c1ccccc1)c1ccccc1	-22.0	-17.7	3.2	-2.5	-0.2	.	-3.6	-8.0	-1.9
Cc1ccc(S(=O)(=O)Oc2ccccc2/C=N/O)cc1	-13.5	7.6	-4.9	1.7	1.0	-0.5	0.5	-4.5	10.7
CCOC(=O)c1c(C)nc2ccccc2c1C	-0.5	10.3	-20.3	2.1	2.3	4.7	-0.8	-9.2	4.9
O=[N+]([O-])c1ccccc1Sc1nccn1Cc1ccccc1	8.9	13.2	-18.8	-0.2	-1.8	-2.3	0.2	4.0	4.9
Cc1noc(C)c1C(=O)NCc1ccccc1F	15.9	0.2	-4.3	0.7	1.3	-4.5	-2.6	-3.3	0.9
Cc1ccccc1C(=O)Nc1cccc(C(=O)N/N=C/c2cc(Cl)cc([N+](=O)[O-])c2O)c1	19.0	5.0	3.5	-11.3	-2.8	-5.0	5.3	-4.6	8.2
CC(C)N1CCC(=NNC(=O)c2ccc(Br)o2)CC1	-18.6	-8.1	9.9	1.0	-3.7	1.4	5.7	-7.1	4.2
Cc1ccc(CN2CCNC(=O)C2CC(=O)O)o1 (configuration not stated)	10.9	-1.2	1.4	0.7	-0.8	7.0	-0.8	-11.5	4.4
